Yfh1-off respiration – enhancers of respiration in Yfh1-depleted yeast, dose response, Friedreich's ataxia, plus single-dose screen (AID 1465); S. cerevisiae Yfh1-off respiration, WST-1 reduction, 72 h; higher fold induction means a stronger effect; fold induction at 50 µM, or EC50 in µM where a hit was titrated; hit rate 0.074% among 220,000;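 active = fold induction of absorbance versus untreated yeast above a set limit, then at least 30% activation at any dose in follow-up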;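 also: activators that raise dye reduction in frataxin-depleted yeast; strong numbers were not always called active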
NOD2 inhibition – inhibition of NOD2-driven NF-kB reporter – cell-based, luminescence, uHTS, HEK293 (AID 1566) | HEK293 NOD2/NF-kB luciferase reporter, luminescence; higher % means a stronger effect | one-dose inhibition, % at 4 µM; EC50 in µM for titrated hits | hit rate 0.63% among 290,000; in the data active = inhibition above about 50%; also: many of its hits are not listed in these tables
b-catenin transl – beta-catenin nuclear translocation modulation; HeLa beta-catenin nuclear translocation, immunofluorescence imaging; nuclear translocation activity, % at 5 µM; hit rate 0.3% among 190,000;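 active = nuclear translocation activity above 50% at 5 µM, with a well cell count of 50 or more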;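 also: per-cell ratio of nuclear to cytoplasmic median beta-catenin stain intensity; plate controls were DMSO negative control for no effect and GSK-3 inhibitor IX positive control for full effect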
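System: Human HeLa cells, endogenous beta-catenin | Compound dosing: 5 µM primary, 0.02–20 µM confirmation | Timing: 24 h compound exposure at 37°C, 5% CO2 | Measured by: Fluorescence imaging of beta-catenin antibody stain plus DAPI | Read-out basis: % activation of per-cell nuclear versus cytoplasmic median beta-catenin signal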
P. falciparum M17LAP – P. falciparum M17LAP inhibitors, primary screen, biochemical, fluorogenic H-Leu-NHMec substrate, 1536-well (AID 1619); recombinant M17LAP, H-Leu-NHMec fluorogenic kinetic assay; higher % means a stronger effect; inhibition, % at 30 µM; hits with a dose series show IC50 in µM; hit rate 0.38% among 220,000;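 active = compound inhibiting the enzyme by more than half at any dose during confirmatory dose-response retesting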;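 also: plate controls were full reaction with DMSO carrier for no effect and no enzyme background for full effect; strong numbers were not always called active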
Dynein transport – blocks dynein driven cargo transport along microtubules; 3617.4 mouse cells, GR-EGFP nuclear translocation imaging; test concentration mostly 20 µM; stimulated with dexamethasone, 1 µM; stronger effect = lower value; z-score, hits read low; hit rate 0.47% among 220,000;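 active = plate z-score of nuclear minus cytoplasmic receptor signal below a set negative limit, without overly bright fluorescence or cell loss, cut at about -3.5 in these data, passing the limit was not always enough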;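 also: z-score of nuclear minus cytoplasmic ring GR-EGFP intensity difference per well; some compounds called inactive have numbers as strong as hits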
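Buffer or medium: tetracycline-free induction medium containing charcoal-stripped FBS / Reagent: dexamethasone agonist, 1.0 µM final, for 30 min / Technique: automated 10x imaging of fixed Hoechst-stained cells / Times: induction 48 h, compound 1 h, agonist 30 min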
Insulin prom up – MIN6 insulin promoter up-regulation; MIN6 insulin promoter-GFP reporter, high-content imaging; stronger effect = higher value; z-score at 5 µM; hit rate 0.3% among 190,000;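 active = z-score above 3 at 5 µM with at least 500 cells counted in the well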
NOD1 inhibition – NOD1 signaling inhibitors, primary screen, cell-based, luminescence, uHTS (AID 1578); NOD1-driven NF-kB luciferase reporter cells, luminescence; higher % means a stronger effect; inhibition, % at 4 µM, or EC50 in µM where a hit was titrated; hit rate 1% among 290,000; in the data active = inhibition mostly above about 36%, no sharp cut-off; inactive = mostly below about 34%;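 also: HEK-293T reporter cells stimulated with the NOD1 agonist gamma-tri-DAP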
MT stabilize HCS – stabilizes microtubules in HeLa cells; HeLa tubulin immunostaining HCS, 24 h; share of cells brighter than vehicle mean+2SD; % tubulin-high responders, % at 10 µM; hit rate 0.83% among 200,000;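 active = plate Z-score above 3 for both tubulin-high and condensed-nucleus cell shares, with cell loss under 80%, at 10 µM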;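 also: anti alpha tubulin signal scored within the nucleus-defined area of each cell; some results filed as inactive read as strong as hits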
Autophagy HCS – autophagy modulation, high-content screen; MEF GFP-LC3 puncta imaging; test concentration mostly 10 µM; calls only at 10 µM (by protocol); hit rate 0.98% among 190,000; AID 463193;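 active = percentage of spot-positive cells more than 3 SD above its plate mean, without a fluorescence outlier flag or 80% toxicity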;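 also: spot-positive cell cutoff set from DMSO-treated cells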
Dynein transport cytoplasmic EGFP – also measured in Dynein transport; calls as there; z-score; measured here: cytoplasmic GR-EGFP intensity; stronger effect = higher value
Dynein transport nuclear GR-EGFP – recorded beside Dynein transport, whose call it bears; z-score; measured here: nuclear GR-EGFP intensity;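 lower value marks the stronger effect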
Dynein transport cell count – second read-out of Dynein transport, no call of its own (marks repeat the call); z-score; measured here: cell count per field
Insulin prom up cell count – recorded beside Insulin prom up, whose call it bears; cell count; measured here: cytotoxicity, nuclei count;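 total cells summed across four imaged fields per well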
b-catenin transl cell count 5 µM – recorded beside b-catenin transl, whose call it bears; cell count; measured here: cell count, cytotoxicity flag
MT stabilize HCS Hoechst-high % – recorded beside MT stabilize HCS, whose call it bears; % Hoechst-high responders; measured here: nuclear condensation Hoechst responders;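 share of cells brighter than vehicle mean plus two SD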
MT stabilize HCS cytotoxicity % – further read-out of MT stabilize HCS, marked with its call; toxicity, %; measured here: cytotoxicity by cell density;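 0% = mean cell density of plate MIN control wells and 100% = no cells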
Autophagy HCS cell loss 18 h – second read-out of Autophagy HCS, no call of its own (marks repeat the call); toxicity, %; measured here: cell loss, nuclei count;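 cell loss after 18 h compound exposure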
* = called active by the depositor; i = inactive; x = not tested or not shown.

#	canonical_smiles	b-catenin transl cell count 5 µM	b-catenin transl	Yfh1-off respiration	Insulin prom up cell count	NOD1 inhibition	Autophagy HCS cell loss 18 h	MT stabilize HCS cytotoxicity %	Dynein transport cell count	Dynein transport cytoplasmic EGFP	Dynein transport	Autophagy HCS	P. falciparum M17LAP	Dynein transport nuclear GR-EGFP	NOD2 inhibition	Insulin prom up	MT stabilize HCS	MT stabilize HCS Hoechst-high %
1	O=C(NCc1ccccc1)C1=C[C@@H](c2ccc(Br)cc2)C[C@@H](OCCCCO)O1	1059	-2.1	i	1415	1%	16	5.9	-1.2	0.14	0.16	i	0%	0.45	-3%	-1.1	2.2	1.2
2	COc1ccc(C(C#N)N2N=C(C)CC2(C)C)cc1 (stereo not given)	1419	-0.3	i	1524	-8%	-4	2.2	-0.51	-0.21	-0.012	i	5%	-0.81	14%	0.14	2.6	1.7
3	COc1ccc(N/C=C/C(=O)c2ccc(Oc3ncccn3)cc2)cc1	1397	-2.5	i	1280	19%	4	0.8	0.5	-0.21	-0.78	i	12%	-0.42	-11%	0.37	2.0	1.1
4	Cn1cccc1P(=O)(c1cccn1C)c1cccn1C	1122	-4.2	i	883	-7%	7	2.2	-0.77	-0.15	1	i	-7%	0.7	-4%	-0.6	3.5	1.3
5	COC(=O)c1cc(NC(=O)CN2C(=O)CSC2=O)ccc1Cl	1095	-1.1	i	1268	-6%	-5	5.0	0.64	-0.2	-0.44	i	40%	-0.13	-4%	1.3	1.5	2.0
6	Cc1cccc(S(=O)(=O)NNC(=O)c2sc(C)nc2C)c1	920	-0.6	i	1262	-22%	-3	3.1	-0.055	-0.3	-0.18	i	6%	-0.22	15%	-0.91	3.2	2.6
7	COc1ccc(N(C(=O)Cn2nnc3ccccc32)C2(C(=O)NC3CCCC3)CCCCC2)cc1	x	x	i	x	4%	0	5.6	0.95	-0.19	-0.43	i	2%	-0.54	25%	x	2.8	1.2
8	CCn1c(SCC(=O)NCc2ccccc2)nnc1-c1ccccc1O	1161	-0.1	i	1227	-14%	-7	7.0	-0.13	-0.25	-0.74	i	6%	-0.4	3%	-0.41	3.9	3.2
9	Cc1nc2ccccn2c1C(=O)NN	1085	-1.4	i	1584	-2%	0	11	0.38	-0.26	-0.72	i	5%	-0.35	12%	0.77	4.8	1.8
10	O=C(Nc1ccc2c(c1)CCC2)Nc1ccc2c(c1)OCO2	1100	2.3	i	1307	-39%	7	7.5	1.2	-0.32	-1.5	i	27%	-0.81	-88%	-0.45	2.4	2.9

Taken from above:
COc1ccc(N/C=C/C(=O)c2ccc(Oc3ncccn3)cc2)cc1 @ Dynein transport cell count: 0.5
O=C(NCc1ccccc1)C1=C[C@@H](c2ccc(Br)cc2)C[C@@H](OCCCCO)O1 @ Dynein transport: 0.16

The list continues:
#	canonical_smiles	b-catenin transl cell count 5 µM	b-catenin transl	Yfh1-off respiration	Insulin prom up cell count	NOD1 inhibition	Autophagy HCS cell loss 18 h	MT stabilize HCS cytotoxicity %	Dynein transport cell count	Dynein transport cytoplasmic EGFP	Dynein transport	Autophagy HCS	P. falciparum M17LAP	Dynein transport nuclear GR-EGFP	NOD2 inhibition	Insulin prom up	MT stabilize HCS	MT stabilize HCS Hoechst-high %
11	Cc1nc([N+](=O)[O-])cn1CCC#N	1280	0.4	i	1171	-10%	x	x	0.19	-0.25	-0.88	x	-3%	-0.43	-2%	1.3	x	x
12	O=C(O)C1CCCN1c1ncccc1[N+](=O)[O-] (stereo not given)	1029	-0.3	i	1341	-21%	6	3.9	-0.98	-0.06	0.59	i	-2%	0.33	1%	0.48	2.6	1.5
13	CCOP(=O)(OCC)C(NC(C)=O)C(=O)c1ccccc1 (stereo not given)	1138	-6.7	i	1547	-30%	2	10	0.29	-0.36	-0.42	i	-1%	-0.62	7%	-1.1	2.9	1.9
14	Cn1cccc1/C=C1\SC(=O)N(CC(=O)Nc2ccc(Cl)cc2)C1=O	x	x	i	x	-4%	-29	11	-0.42	-0.027	0.083	i	7%	-0.059	22%	x	2.9	1.5
15	Cc1cc(C)c2c(c1)OC(O)(C(F)F)CC2=O (stereo not given)	1016	-3.0	i	1359	0%	4	8.7	-0.98	-0.14	0.77	i	0%	0.61	12%	0.76	2.3	1.7
16	COC(=O)c1ccc(N2CCC(C)CC2)c(N)c1	x	x	i	872	-45%	31	7.6	0.13	-0.04	0.59	i	-7%	0.3	-27%	0.13	2.2	1.7
17	COCCCn1c2nc3ccccc3nc2c2c(=O)n(CC3CCCO3)cnc21 (stereo not given)	1437	3.0	i	1420	-38%	-5	11	-0.53	0.02	0.3	i	-69%	0.51	-3%	-1.4	1.7	4.2
18	CC(=O)c1ccc(NC(=O)CSc2nnc(Cc3cccn3C)n2-c2ccc(F)cc2)cc1	x	x	i	874	-9%	12	8.5	-0.021	-0.17	-0.35	i	8%	-0.00097	-3%	0.35	3.6	2.0
19	NC(=O)C1CCN(C(=O)CN2C(=O)c3ccccc3S2(=O)=O)CC1	1345	1.2	i	1640	2%	0	8.8	0.36	-0.2	-0.38	i	3%	-0.25	9%	-0.08	1.4	1.3
20	c1ccc2c(c1)OCC(c1nn3cnnc3s1)O2 (stereo not given)	1032	-0.6	i	1273	x	6	1.5	0.069	-0.17	0.079	i	-5%	0.47	2%	-0.01	3.8	1.3
21	Nc1cc(C(F)(F)F)ccc1Nc1ccccc1	1057	-0.3	i	1085	26%	-3	6.5	-1.7	0.54	2.3	i	-5%	1.4	-4%	2.5	1.7	3.7
22	CN1CCN(C(=O)c2ccc(CSc3ccc(Cl)cc3)cc2)CC1	1095	1.3	i	1402	-14%	7	5.8	-0.44	-0.14	-0.22	i	-9%	-0.22	-4%	-0.31	3.7	3.8
23	CCCCn1c(SCC(=O)NC(=O)NCc2ccco2)nc2cc(S(N)(=O)=O)ccc21	1163	3.8	i	985	-40%	-1	3.8	-0.72	-0.18	0.6	i	1%	0.48	-9%	0.9	3.3	1.6
24	Cc1ccc(C)c(OCc2nc(-c3cccnc3)no2)c1	1444	1.8	i	1383	-76%	-8	12	0.22	-0.34	0.54	i	11%	0.43	-18%	-0.79	1.9	2.6
25	Cc1sc(NC(=O)c2ccccc2)c(C(=O)NC(C)C)c1C	x	x	i	x	4%	0	5.4	1.7	0.071	-0.75	i	3%	-0.51	26%	x	2.0	3.0
26	CCOC(=O)C1CCCN(C(=O)C2CCN(S(=O)(=O)c3cnc[nH]3)CC2)C1 (stereo not given)	1121	-0.4	i	1372	-13%	-12	1.7	0.49	-0.21	-0.19	i	6%	0.091	5%	0.04	3.4	1.7
27	Cc1ccc(S(=O)(=O)CNC(=S)c2cccc(Cl)c2)cc1	517	-0.9	i	1297	15%	-8	7.9	0.062	-0.22	0.35	i	-4%	0.18	-3%	0.15	2.7	2.2
28	Cc1ccc(S(=O)(=O)N2CCCCC2)cc1NC(=O)COC(=O)Cc1cccc2ccccc12	1019	-1.5	i	1397	-23%	6	7.8	-0.51	-0.25	0.42	i	7%	0.31	4%	0.04	1.9	3.8
29	CC1(C)CCc2nc(SCc3ccccc3)c(C#N)cc2C1	460	3.2	i	x	-28%	1	3.9	-2	-0.12	0.72	i	-4%	0.32	-10%	x	2.7	1.4
30	COc1ccc(COc2cccnc2N)cc1	1125	-2.8	i	1392	-11%	x	x	-0.6	-0.26	1.4	x	5%	0.92	-53%	0.07	x	x
31	O=C(COC(=O)Cc1ccc(F)cc1)NCc1ccco1	1084	-0.7	i	1433	-38%	9	7.5	0.21	-0.16	-0.9	i	6%	-0.6	5%	0.43	3.8	2.2
32	Cc1nn(C)c(C)c1S(=O)(=O)Nc1ccc2c(c1)OCO2	987	-2.9	i	1412	-36%	36	9.2	-0.34	-0.2	0.21	i	-11%	0.27	-14%	-0.67	2.7	2.5
33	Oc1ccccc1/C=N/Nc1ccccc1	564	-2.8	i	1158	-58%	17	4.6	0.57	-0.28	-0.66	i	-7%	-0.73	-70%	-0.4	1.9	3.3
34	O=C(COc1ccc(/C=N/NC(=O)CSCc2ccc([N+](=O)[O-])cc2)cc1)NCc1ccco1	1035	-1.9	i	x	-11%	11	11	0.52	-0.2	-0.3	i	1%	0.02	0%	x	4.4	3.5
35	CCCCn1c(SCC(=O)Nc2cc(C)[nH]n2)nc2ccsc2c1=O	1356	2.1	i	1377	-10%	17	13	-0.8	-0.34	1.3	i	2%	0.89	11%	-0.7	2.3	1.7
36	CCOC(=O)C1CCN(c2c(NCCC(C)C)c(=O)c2=O)CC1	1368	0.7	i	1073	-10%	x	x	-0.96	-0.11	0.88	x	24%	0.4	-2%	0.52	x	x
37	COc1ccc(OC)c(NC(=O)Cn2c(CCC(=O)O)ccc2-c2cccs2)c1	1185	-3.8	i	1355	-26%	-9	7.2	0.27	-0.24	-0.83	i	19%	-0.36	2%	0.47	3.3	2.3

Limited to b-catenin transl and Dynein transport cytoplasmic EGFP (4 entries from above):
| cpd | SMILES | b-catenin transl | Dynein transport cytoplasmic EGFP |
| --- | --- | --- | --- |
| 31 | O=C(COC(=O)Cc1ccc(F)cc1)NCc1ccco1 | -0.7 | -0.16 |
| 33 | Oc1ccccc1/C=N/Nc1ccccc1 | -2.8 | -0.28 |
| 37 | COc1ccc(OC)c(NC(=O)Cn2c(CCC(=O)O)ccc2-c2cccs2)c1 | -3.8 | -0.24 |
| 35 | CCCCn1c(SCC(=O)Nc2cc(C)[nH]n2)nc2ccsc2c1=O | 2.1 | -0.34 |

Bioassay records: PubChem BioAssay, several laboratories

The list is partial; count on the stated rates, not on these rows.
